High-throughput results from PubChem.
ABHD5-PLIN5 inh: blocks binding of human ABHD5 to perilipin-5; Q00G26+Q8WTS1; Split G. princeps luciferase complementation, luminescence, 4 h; inhibition, % at 4 µM; 0.78% of 360,000 active; AID 602281;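 active = inhibition above the mean inhibition across every tested compound plus 3 SD, cut at about 22% in these data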;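 note: 0% = DMSO only wells and the 100% control is not disclosed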
Target sequence (Q00G26 whole entry, looked up): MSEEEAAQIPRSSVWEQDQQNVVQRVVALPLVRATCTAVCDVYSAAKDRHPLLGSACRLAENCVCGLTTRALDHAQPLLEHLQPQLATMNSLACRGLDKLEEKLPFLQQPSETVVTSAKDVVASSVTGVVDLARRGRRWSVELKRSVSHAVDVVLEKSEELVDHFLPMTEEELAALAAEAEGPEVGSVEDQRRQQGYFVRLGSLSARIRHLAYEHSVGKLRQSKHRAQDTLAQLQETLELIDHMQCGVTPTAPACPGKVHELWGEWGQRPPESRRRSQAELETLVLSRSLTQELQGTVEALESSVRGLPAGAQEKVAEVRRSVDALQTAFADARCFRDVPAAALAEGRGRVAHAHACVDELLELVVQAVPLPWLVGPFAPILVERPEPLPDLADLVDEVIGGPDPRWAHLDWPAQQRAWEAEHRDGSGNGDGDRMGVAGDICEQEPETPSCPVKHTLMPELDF
Target sequence (Q8WTS1 whole entry, looked up): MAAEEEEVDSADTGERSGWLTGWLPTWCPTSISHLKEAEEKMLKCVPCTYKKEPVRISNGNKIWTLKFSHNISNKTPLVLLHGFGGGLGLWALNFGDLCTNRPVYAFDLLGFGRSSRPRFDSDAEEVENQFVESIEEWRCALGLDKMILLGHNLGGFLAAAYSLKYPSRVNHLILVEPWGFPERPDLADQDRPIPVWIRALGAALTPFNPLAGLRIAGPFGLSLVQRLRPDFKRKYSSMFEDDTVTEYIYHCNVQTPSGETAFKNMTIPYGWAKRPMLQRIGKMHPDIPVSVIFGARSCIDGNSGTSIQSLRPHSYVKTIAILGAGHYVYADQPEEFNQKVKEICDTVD
m5-HT2A agonist: agonists of mouse serotonin 5-HT2A receptor (HTR2A) | P35363 | CHO-K1 mHTR2A beta-arrestin complementation, luminescence; percent of 30 µM serotonin response | activation, % at 7.6 µM | 0.66% of 360,000 active | AID 624169;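 active = activation above a run cutoff, the mean activation of all tested compounds plus 3 SD, cut at about 14% in these data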;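 note: 0% = plate median of compound wells and 100% = 30 µM serotonin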
ABCB6 inh MLPCN: inhibitors of human ABC transporter ABCB6. AID 602162. Q9NP58. K562-ABCB6 porphyrin accumulation, flow cytometry, 1 h; active compounds read low. 0.19% of 360,000 active. fluorescence ratio to DMSO, % at 10 µM;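 active = fluorescence ratio to DMSO below 75%, the collection mean minus 3 SD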;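 note: signal is porphyrin accumulated inside mitochondria; 100% equals median channel fluorescence of DMSO control wells; lower ratio means ABCB6 inhibition with less porphyrin fluorescence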
CaV13 FRET inh: Primary screen for inhibitors of IQ motif and Ca2+-dependent inactivation inhibitor domain binding in CACNA1D, Förster resonance energy transfer in living cells, …; HEK cells, CFP/YFP FRET ICDI-IQ, plate reader, 10 min; percent FRET-ratio fall versus neutral wells; inhibition, % at 12.3 µM; 0.098% of 340,000 active; AID 743397;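 active = mean replicate inhibition of at least 30% and at least 1% of replicates passing that level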;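 note: 0% = median of the neutral control wells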
Glyco luc inh: blocks N-linked glycosylation in D54 reporter cells | D54 ERlucT glycosylation luciferase reporter, 24 h; percent of 100 nM tunicamycin response | reporter increase, % at 12.5 µM | 0.23% of 360,000 active | AID 588692;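 active = mean luciferase reporter signal, scaled so untreated is 0 and the glycosylation-blocking control 100, at or above a set limit in every replicate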;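 note: luciferase carries N-glycosylation sites so blocking glycosylation raises the light; 0% = median of neutral control wells and 100% = median of 100 nM tunicamycin wells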
PDI turbidity: blocks human protein disulfide isomerase activity | 0.052% of 350,000 active | AID 588391 | PDI insulin aggregation turbidity, A650, 90 min | inhibition, % at 10 µM | P07237;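 active = mean inhibition across replicates of 30% or more, whatever share of single replicates reach that level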;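 note: absorbance from insulin aggregation driven by PDI reduction with DTT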
Granule exo inh: blocks lytic granule exocytosis | TALL-104 LAMP-1 surface exposure, flow cytometry; cells stimulated with thapsigargin and PMA | AID 651702 | 0.66% of 360,000 active | inhibition, % at 10 µM;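 active = inhibition above about 55%, limit read from the data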
MC4R antagonist: human MC4R antagonism in cAMP assay | P32245 | AID 540295 | 0.48% of 360,000 active | MC4R-expressing cells, MTII-stimulated cAMP, LANCE TR-FRET | inhibition, % at 6.5 µM;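 active = inhibition above its plate's cutoff, the mean of tested wells on that plate plus 3 SD, cut at about 29% in these data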;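 note: 0% = Melanotan II alone and 100% = Melanotan II plus saturating MCL0020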
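system = U2OS cells with stable human MC4R expression | also added = Melanotan II challenge after compound preincubation | dosing = one concentration, 6.5 µM nominal | incubation = compound 30 min, challenge 1 h, detection 1 h | measured by = TR-FRET with Eu-cAMP and labeled anti-cAMP, 671 nm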
MC4R barr agon: agonists of human melanocortin 4 receptor (MC4R) beta-arrestin; P32245; U2OS MC4R beta-arrestin complementation, luminescence; percent of melanotan II response, DMSO zero; activation, % at 8.9 µM; 0.98% of 360,000 active; AID 540308;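 active = activation above a per-plate cutoff, the mean activation of sample wells on that plate plus 3 SD, cut at about 8% in these data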
H9c2 protect: myocardial damage modulation in H9c2 cells; H9c2 cardiomyocytes, H2O2 injury protection, ATPLite, 2 h; protection from H2O2 cell death, % at 20 µM; 0.63% of 360,000 active;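 active = compounds giving at least 50% protection of heart cells from peroxide-induced death in the single-dose screen, raw or plate-pattern-corrected value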;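 note: 0% = DMSO wells with peroxide and 100% = DMSO wells without peroxide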
* marks the source's active call; other numbers are inactive results; . = no result given.

Sample of the layout (four entries):
SMILES	ABHD5-PLIN5 inh	m5-HT2A agonist	ABCB6 inh MLPCN	CaV13 FRET inh	Glyco luc inh	PDI turbidity	Granule exo inh	MC4R antagonist	MC4R barr agon	H9c2 protect
CCc1ccc(S(=O)(=O)N/N=C(/C)c2ccncc2)cc1	-20	-2	93	.	1	-2	-7	-8	-2.3	-2
O=C(NN=C1CCCCC1)c1ccccc1OCc1ccc(F)cc1	-3	-5	104	-1	0	5	-2	12	-1.7	-4
CC1(C)NC(=O)N(CCCCOc2ccc(Br)cc2Cl)C1=O	3	-3	99	-4	5	-6	0	6	-0.7	-11
CC1CC(C)CN(C(=O)Cn2nnc(-c3ccc(Br)cc3)n2)C1 (stereo unspecified)	0	6	94	-3	-1	12	-3	1	2.2	-10

The whole of this part, from the start:
SMILES	ABHD5-PLIN5 inh	m5-HT2A agonist	ABCB6 inh MLPCN	CaV13 FRET inh	Glyco luc inh	PDI turbidity	Granule exo inh	MC4R antagonist	MC4R barr agon	H9c2 protect
CCc1ccc(S(=O)(=O)N/N=C(/C)c2ccncc2)cc1	-20	-2	93	.	1	-2	-7	-8	-2.3	-2
O=C(NN=C1CCCCC1)c1ccccc1OCc1ccc(F)cc1	-3	-5	104	-1	0	5	-2	12	-1.7	-4
CC1(C)NC(=O)N(CCCCOc2ccc(Br)cc2Cl)C1=O	3	-3	99	-4	5	-6	0	6	-0.7	-11
CC1CC(C)CN(C(=O)Cn2nnc(-c3ccc(Br)cc3)n2)C1 (stereo unspecified)	0	6	94	-3	-1	12	-3	1	2.2	-10
COc1ccc(C(=O)NCC(=O)OCC(=O)c2ccc(Cl)cc2)cc1OC	2	7	97	2	0	5	-1	11	-1.3	2
O=C(O)/C=C/c1ccc(S(=O)(=O)N2CCN(CCN3C(=O)C4C5C=CC(C5)C4C3=O)CC2)cc1 (stereo unspecified)	-1	1	92	1	-1	-3	-1	5	-0.3	2
Cc1ccc(S(=O)(=O)N2CCC(C(=O)OCC(=O)N(Cc3ccccc3)C(C)(C)C)CC2)cc1C	-7	-1	90	-2	-3	-4	2	-3	-1.3	-6
COc1ccc(C(=O)C(=NN)c2ccccc2)cc1	5	2	103	-9	-1	-10	-2	8	-1.1	-7
CCC[N+](C)(C)C(C)C(OC(C)=O)c1ccccc1 (stereo unspecified)	3	0	97	-5	0	-2	5	6	-2.1	-2
Cc1ccc(NS(=O)(=O)c2cc(C(=O)Nc3cccnc3)ccc2C)cc1	1	4	109	-5	0	1	22	15	-2.8	1
CN(C)c1ccc(S(=O)(=O)NCC(=O)NCCOc2ccccc2F)cc1[N+](=O)[O-]	-14	-2	96	-2	-1	4	1	2	-1.8	0
CC(C)c1ccc(NC(=O)C2C3C=CC(CC3)C2C(=O)O)cc1 (stereo unspecified)	3	0	98	-21	1	-3	4	11	1.9	-7
CC(=O)c1ccc(N2CCN(C(=O)c3ccc(Cl)c(NC4=NC5CS(=O)(=O)CC5S4)c3)CC2)cc1 (stereo unspecified)	-6	0	94	-6	1	-2	-26	-3	-3.3	-4
O=C(Nc1cccc(Cl)c1)N1CCc2ccccc2C1	-1	2	98	-3	-2	-1	0	6	0.5	-15
O=C(c1ccc(C(F)(F)F)cc1)C1CCCN(C(=O)c2csnn2)C1 (stereo unspecified)	-4	3	97	-6	0	1	-2	10	1.9	-6
C=CCNC(=O)c1sccc1Oc1ccc(F)cc1[N+](=O)[O-]	1	0	101	7	2	6	-3	4	-0.2	1
Cc1nc(-c2ccccn2)sc1C(=O)O	0	-3	94	-6	3	0	-3	1	-0.8	-5
Cn1c([N+](=O)[O-])cnc1COC(N)=O	4	1	96	-5	4	-1	6	4	-0.1	11
O=C(/C=C/c1ccc([N+](=O)[O-])cc1)OCC(=O)N1c2ccccc2Sc2ccccc21	2	-2	100	-2	2	-9	1	3	-0.3	-2
CC(=O)Nc1ccc(S(=O)(=O)NC(C)c2ccncc2)cc1 (stereo unspecified)	-1	-4	97	-5	0	-6	1	7	-2.7	-13
CC1(C)CCCN(C(=O)N2c3ccccc3Sc3ccccc32)C1	6	0	91	-5	-5	-1	-3	4	-1.1	-9
CC(C)(C)c1ccc(C(=O)NCc2ccco2)cc1	1	6	94	-3	0	0	1	5	1.3	-6
Cc1cc(C)n(CCNC(=O)CC2C(=O)NCCN2Cc2ccccc2C(F)(F)F)n1 (stereo unspecified)	-1	3	100	-9	2	15	-2	-3	-2.4	0
O=c1c(/C=N/O)coc2ccc3ccccc3c12	0	1	96	.	1	-1	-3	0	-1.3	13
Cc1nn(-c2ccccc2)c(C)c1C(=O)NCCc1ccccc1	5	-4	99	-3	-2	3	15	3	1.4	-4

Next section
SMILES	ABHD5-PLIN5 inh	m5-HT2A agonist	ABCB6 inh MLPCN	CaV13 FRET inh	Glyco luc inh	PDI turbidity	Granule exo inh	MC4R antagonist	MC4R barr agon	H9c2 protect
O=C(Nc1c2c(nn1-c1ccc(F)cc1)CS(=O)C2)c1ccco1 (stereo unspecified)	-2	-6	101	.	1	-1	0	-2	-0.9	1
O=C(O)c1oc2ccc(Br)cc2c1-n1cccc1	2	3	98	-5	0	-7	-3	2	0.7	1
Cc1cc(NS(=O)(=O)c2ccc(Nc3nc(-c4ccc(O)cc4)cs3)cc2)no1	-5	-4	92	-5	4	-7	0	4	-1.8	1
Oc1ccc(-c2nncn2-c2ccccc2)cc1	0	1	98	-4	4	-4	6	13	-4.8	-1
CCc1nc(SCc2ccc(Br)cc2)n[nH]1	1	-1	121	-2	1	-5	-7	7	-0.9	-2
Cc1ccc(NC(=O)N2CCCC2C(=O)NCc2cccs2)cc1 (stereo unspecified)	5	-1	104	-6	.	4	-3	5	-1.6	-4
CC(O)(c1ccccc1)c1nc(-c2ccc(Cl)cc2)cs1 (stereo unspecified)	-10	6	97	-7	0	-4	-7	9	0.7	-13
COc1ccc(NC(=S)Nc2ccc(OC)cc2OC)c(OC)c1	1	4	101	-5	2	-4	-3	8	-2.8	2
O=C(C1CCN(c2nnc(-n3cccc3)s2)CC1)N1CCN(c2cccc(C(F)(F)F)c2)CC1	1	3	87	.	0	13	3	7	0.1	-16
CSc1nc2ncc3c(n2n1)CC(C)(C)CC3=O	7	-1	104	-4	2	-1	3	17	0.3	4
CS(=O)(=O)Nc1ccc2c(c1)[C@@H]1C[C@@H](CC(=O)NCc3cccnc3)O[C@H](CO)[C@@H]1O2	-1	3	92	-7	4	0	3	-5	0.6	7
CN1C(=O)N(C)c2cccc3cccc1c23	-1	2	96	-7	0	0	-3	10	-0.2	-2
O=C(Nc1cccc(-c2nc3ccccc3[nH]2)c1)c1cccc(NC(=O)c2ccco2)c1	5	0	89	-7	-17	1	2	8	2.2	-16
Cn1nccc1-c1cc(Cl)cc(Cl)c1O	-3	-8	105	-3	1	2	-6	10	0.1	5
COc1cccc(C(=O)Nc2sc3c(c2C(=O)O)CCCC3)c1	1	5	90	-17	3	5	5	8	1.3	-2
COc1ccc(OC)c(S(=O)(=O)N2CCN(C(=O)c3cc(C4CC4)nn3-c3ccccc3)CC2)c1	5	-4	94	-2	0	11	-1	0	-1.5	3
CCOCCCNC(=O)C(NC(=O)c1cnccn1)c1ccc(OC)cc1 (stereo unspecified)	-4	0	102	.	1	6	-2	4	2.5	4
Cc1ccc(NC(=S)N(CCCN2CCCC2)Cc2cccn2Cc2ccc(Cl)cc2)cc1C	14	-10	95	-2	-3	4	81*	10	1.9	-18
O=C(O)c1ccc(N/N=C/C2=Cc3ccccc3OC2)cc1	6	4	98	-1	0	-1	5	-4	-0.2	11
CCOc1ccccc1NC(=O)C1CCN(C(=O)NCc2ccccc2)CC1	0	-2	92	-5	3	-1	0	0	0.1	2
COc1cc(C(=O)COC(=O)c2cccs2)cc(OC)c1OC	3	2	95	-11	1	3	2	-7	-0.4	10
COc1ccc(CNC(=O)C2CCN(S(=O)(=O)c3ccc4nc5c(c(C(=O)O)c4c3)CC(C)CC5)CC2)cc1 (stereo unspecified)	7	2	98	-4	1	10	6	8	2.2	1
CCOC(=O)C1=CCN(S(=O)(=O)c2ccccc2F)C1c1cccc(C)c1 (stereo unspecified)	-2	-1	99	-4	2	.	-2	.	.	-4
CC1(C)Cc2cccc(OCC(=O)O)c2O1	1	0	89	.	2	-5	-1	-2	-2.9	1
CCc1ccc(CNC(=O)C2CCN(S(=O)(=O)N3CCCC3)CC2)cc1	7	0	98	-5	-2	-1	3	2	2.2	-4

The list continues:
SMILES	ABHD5-PLIN5 inh	m5-HT2A agonist	ABCB6 inh MLPCN	CaV13 FRET inh	Glyco luc inh	PDI turbidity	Granule exo inh	MC4R antagonist	MC4R barr agon	H9c2 protect
COc1ccc(N2C(=O)CC(Cc3ccccc3)C2=O)cc1 (stereo unspecified)	-4	3	102	-5	1	4	-3	2	-3.0	2
COc1ccc(C2NCCn3cccc32)cc1 (stereo unspecified)	-1	0	100	-5	-3	0	1	7	1.0	9
CC(C)C1C(C#N)=C(N)Oc2n[nH]c(-c3cccs3)c21 (stereo unspecified)	0	-3	93	-5	-1	-3	-5	0	-0.8	19
COc1ccc(CCN(Cc2nc3ccccc3c(=O)[nH]2)C(=O)c2ccco2)cc1OC	2	5	107	-1	2	-12	0	6	-2.7	23
COc1ccc(-c2nnc(SCC(=O)NCC3CCCO3)n2C)cc1 (stereo unspecified)	0	1	96	5	4	-2	8	3	-0.4	6
CCc1ccc(C(=O)N2CCC(c3nc4ccccc4s3)CC2)cc1	8	-3	95	-5	0	2	-2	6	-1.2	-10
COc1cc(/C=C(/NC(C)=O)C(=O)O)cc(Cl)c1OCc1ccc(Br)cc1	-3	2	96	-5	1	-2	-3	15	-1.3	-7
O=C(CC1(O)C(=O)Nc2ccccc21)c1ccc(-n2cccc2)cc1 (stereo unspecified)	1	0	92	-3	1	-3	1	1	-2.0	-5
CCC(NC(=O)c1cc(COc2cc(C)c(Cl)c(C)c2)on1)c1ccncc1 (stereo unspecified)	14	-4	97	-5	-5	0	19	0	3.3	-15
COC(=O)CC1=NN(c2ccccc2)C(=O)/C1=C\c1ccc(OC)cc1	8	8	97	-7	5	-16	4	-64	-0.5	0
Cn1c(=O)c2c(SCC(=O)N3CCN(c4ccccc4)CC3)nc(C3CC3)nc2n(C)c1=O	4	2	94	-10	-2	.	-3	11	-2.1	28
CC(NC(=O)C1CCCN(S(=O)(=O)c2cccc3nonc23)C1)c1ccccc1 (stereo unspecified)	5	3	102	-8	0	9	1	4	-1.2	1
CC(C)NC(=O)C1(C)CCN1C(=O)c1ccccc1Oc1ccccc1 (stereo unspecified)	-4	-2	100	-7	2	-2	-2	12	1.2	-4
c1ccc2[nH]c(CSc3nnc(-c4ccncc4)o3)nc2c1	-6	-1	105	.	-5	-4	-2	-4	-1.3	-5
c1nc(N2CCCCC2)c2[nH]cnc2n1	2	0	94	-5	-3	-2	2	20	-0.3	-3
O=S(=O)(Nc1ccccc1Cl)c1cccc2nsnc12	2	2	101	-5	1	1	7	7	-0.1	-5
O=C(NC(=S)Nc1ccccn1)c1cc(-c2ccccc2)nc2ccccc12	4	-9	93	-6	-6	2	1	-4	-0.7	7
Cc1cc(OCc2nnc(SCC(=O)OC3CCCCC3)o2)ccc1Cl	2	-3	100	-4	1	-4	1	-1	-1.2	-4
